# Source: PubChem BioAssay
# TRb-SRC2 inh: qHTS for Inhibitors of the Interaction of Thyroid Hormone Receptor and Steroid Receptor Coregulator 2. Thyroid hormone receptor beta (Homo sapiens), P10828. TRbeta-SRC2 peptide binding, fluorescence polarization; receptor liganded with 1 µM T3. Potency, µM (series often up to 106 µM), for the others: top-dose activity change, negative = inhibition, most hits filed as inhibitors. 280,000 compounds, 0.065% hits;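 also: plate controls were bound peptide for no effect and peptide without receptor for full effect; nearly all actives have a fitted effect of over 50% in size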
# Target sequence (P10828 whole entry, looked up): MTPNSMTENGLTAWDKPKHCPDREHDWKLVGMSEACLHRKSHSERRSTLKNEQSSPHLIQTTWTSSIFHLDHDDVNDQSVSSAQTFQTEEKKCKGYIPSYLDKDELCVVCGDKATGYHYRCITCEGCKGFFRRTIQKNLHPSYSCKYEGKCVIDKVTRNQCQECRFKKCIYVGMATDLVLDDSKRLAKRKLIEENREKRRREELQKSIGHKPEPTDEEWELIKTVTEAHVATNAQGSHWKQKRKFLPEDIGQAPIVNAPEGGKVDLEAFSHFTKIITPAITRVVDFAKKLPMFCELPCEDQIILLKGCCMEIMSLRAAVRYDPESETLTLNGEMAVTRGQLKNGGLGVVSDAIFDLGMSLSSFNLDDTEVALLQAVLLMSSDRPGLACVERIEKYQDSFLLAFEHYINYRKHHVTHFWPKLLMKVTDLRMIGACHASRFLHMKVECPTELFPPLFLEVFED
#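 Quantitative HTS by FP: 0.6 uM TRb LBD, 20 nM labeled SRC2 20-mer, 1 uM T3, 5% DMSO; 5 hr ambient incubation; % activity per concentration and potencies from concentration series.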
# GAA inh: qHTS Assay for Inhibitors of Human alpha-Glucosidase as a Potential Chaperone Treatment of Pompe Disease; Lysosomal alpha-glucosidase (Homo sapiens), P10253; purified human GAA, 4-MU-alpha-glucoside fluorescence; Potency, µM (doses to about 76.9 µM), inactives show at the highest dose activity change, negative = inhibition, hits mostly inhibitors; 200,000 compounds, 0.005% hits; AID 1466, 2008;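 also: plate controls were uninhibited enzyme wells for no effect and no-enzyme background for full effect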
#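 Activity normalized between no-enzyme (basal) and enzyme-only wells. Conditions: 4 nM human enzyme, 400 uM fluorogenic substrate, citrate/phosphate pH 5.0 with Tween-20, 20 min room temperature, compounds up to 77 uM.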
# aGlu spleen mod: qHTS Assay for Inhibitors and Activators of Human alpha-Glucosidase From Spleen Homogenate; 240,000 compounds, 0.006% hits; Potency, µM (titrated, usually from 79.9 µM), inactives show at the highest dose activity change, negative = inhibition, hits mostly inhibitors; Lysosomal alpha-glucosidase (Homo sapiens), P10253; AID 2112, 2009; human spleen homogenate, 4-MU-alpha-glucoside fluorescence;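 also: 0% = enzyme with vehicle and -100% = no enzyme basal signal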
#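 Human spleen homogenate (1 ug) with 4-methylumbelliferyl-alpha-D-glucopyranoside (1 mM final) in 50 mM citrate/phosphate pH 5.0, 0.01% Tween-20; 40 min at 37 C. Stopped at pH 10; 4-MU fluorescence Ex 365/Em 440 nm; AC50 by Hill fit.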
# GAA glycogen: qHTS Assay for Inhibitors and Activators of Human alpha-Glucosidase Cleavage of Glycogen; Lysosomal alpha-glucosidase (Homo sapiens), P10253; 300,000 compounds, 0.38% hits; Potency, µM (doses to about 76.4 µM), for the others: at the highest dose activity change, negative = inhibition, most hits filed as inhibitors; recombinant GAA, glycogen substrate, Amplex Red glucose oxidase fluorescence;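 also: 0% = full enzyme reaction and -100% = no-enzyme basal signal; the screen sought inhibitors and activators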
#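 qHTS, 1536-well; enzyme 4 nM final; cpd up to 77 uM; substrate bovine liver glycogen 30 ug; 50 mM citrate/phosphate pH 5.0, 0.01% Tween-20; 37 C, 40 min; Amplex Red detection 45 min RT; Hill fit → AC50.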
# TR SRC2 fluor cs: Total Fluorescence Counterscreen for Inhibitors of the Interaction of Thyroid Hormone Receptor and Steroid Receptor Coregulator 2; AID 1479, 2009; 280,000 compounds, 0.29% hits; TRb/SRC2 Texas Red total fluorescence interference; Potency, µM (series often up to 106 µM), for inactives: at the highest dose fluorescence change, negative = quenching; active = well fitted curve in either direction with a large enough effect; inconclusive = small, poorly fitted or top-dose-only effect
#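 Human TRb ligand-binding domain at 0.6 uM with 20 nM Texas Red SRC2 peptide in Tris buffer containing 1 uM T3 and 5% DMSO, incubated with compound 5 h at ambient temperature. Total fluorescence (555/632 nm) calculated as parallel + 2 × perpendicular.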
# RECQ1 helicase: qHTS Assay for Inhibitors of RecQ-Like Dna Helicase 1 (RECQ1); RECQ1 DNA unwinding, red fluorescence kinetic read; Potency, µM (highest dose often 57.3 µM), inactives show at the highest dose activity, negative = inhibition, hits mostly inhibitors; ATP-dependent DNA helicase Q1 (Homo sapiens), P46063; 240,000 compounds, 0.54% hits;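 also: plate controls were vehicle for no effect and no enzyme for full effect; nearly all actives have a fitted effect of over 30% in size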
# Target sequence (P46063 whole entry, looked up): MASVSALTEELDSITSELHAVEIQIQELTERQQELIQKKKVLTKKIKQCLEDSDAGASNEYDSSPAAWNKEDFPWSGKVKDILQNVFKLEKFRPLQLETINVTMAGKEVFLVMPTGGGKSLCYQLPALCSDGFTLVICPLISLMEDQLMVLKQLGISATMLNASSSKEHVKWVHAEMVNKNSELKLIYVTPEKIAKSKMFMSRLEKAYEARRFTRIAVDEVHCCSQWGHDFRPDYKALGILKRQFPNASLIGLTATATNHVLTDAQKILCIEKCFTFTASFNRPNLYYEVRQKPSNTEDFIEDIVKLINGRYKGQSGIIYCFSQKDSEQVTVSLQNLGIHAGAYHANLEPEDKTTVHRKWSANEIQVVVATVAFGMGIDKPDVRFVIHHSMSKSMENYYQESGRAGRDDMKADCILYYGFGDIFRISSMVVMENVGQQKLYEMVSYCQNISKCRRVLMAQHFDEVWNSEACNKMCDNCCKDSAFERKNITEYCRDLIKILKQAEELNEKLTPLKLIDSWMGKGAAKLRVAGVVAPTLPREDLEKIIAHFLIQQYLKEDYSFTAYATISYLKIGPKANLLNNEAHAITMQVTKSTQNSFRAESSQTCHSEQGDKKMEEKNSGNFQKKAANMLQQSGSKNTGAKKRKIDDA
#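 RECQ1T1 50 nM; forked duplex (20 bp + 30-nt ss tails) 200 nM, ATP 2 mM final; pH 8.0, 2 mM MgCl2, 2.5 ug/ml poly(dI-dC); 15 min compound preincubation; discontinuous kinetic read over 2 h at RT.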
# RGS12 GoLoco inh: qHTS Assay for Inhibitors of RGS12 GoLoco Motif Activity (Red Fluorophore). Guanine nucleotide-binding protein G(i) subunit alpha-1 (Homo sapiens), P63096. Gai1:RGS12 GoLoco peptide FP, rhodamine, 10 min. Potency, µM (titrated, usually from 61.6 µM), inactives show at the highest dose activity, negative = inhibition, actives largely listed as inhibitors. 230,000 compounds, 0.44% hits; active = well fitted inhibition curve with a large enough effect, not every such curve was filed as active; inactive = no such curve, though single readings can be large or run the other way; also: nearly all actives have a fitted effect of over 30% in size; many of its hits are not listed in these tables
# L3MBTL1 inh: qHTS Assay for the Inhibitors of L3MBTL1. AID 485360, 2010. AlphaScreen L3MBTL1–H3K9me1 peptide binding. 230,000 compounds, 0.66% hits. Potency, µM (top dose mostly 57.1 µM), for inactives: at the top dose activity, negative = inhibition, most hits filed as inhibitors; also: nearly all actives have a fitted effect of over 60% in size
#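 L3MBTL1 50 nM + b-AHA-H3(1-15)K9me1 75 nM, 30 min RT; compound added, 30 min RT; streptavidin donor/Ni-chelate acceptor beads 10 ug/mL each final, 30 min RT dark; AlphaScreen read.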
# * hit, by the source's call; i = inactive; ? = inconclusive; . = not tested or not shown; [ ] = another dose, or the depositor's remark. Unless noted, calls follow the shape of the dose curve; as a rule, active = well fitted curve in the direction sought with a large enough effect; inconclusive = small, poorly fitted or top-dose-only effect, or another doubt; inactive = no such curve, though single readings can be large; an effect the other way counts as inactive or inconclusive. Unless noted, % is scaled to controls: 0 for no effect and ±100 for the full control effect; potency is read from the fitted curve at half-maximal effect. This is a subset, so the mix of outcomes need not match the whole.
no. | Compound | TRb-SRC2 inh | GAA inh | aGlu spleen mod | GAA glycogen | TR SRC2 fluor cs | RECQ1 helicase | RGS12 GoLoco inh | L3MBTL1 inh
1 | COc1ccc(C(=O)CC(=O)C(=O)Nc2cc(Cl)c(OC)cc2OC)cc1 | 1% | -6% | -2% | -22% | 1% | i | 8% | .
2 | O=C1CCc2ccc(NC(=O)C3CC3)cc2N1 | 1% | 0% | 3% | -1% | -3% | -12% | -7% | .
3 | Cc1cccc(NS(=O)(=O)c2cnc(Cl)c(Br)c2)n1 | -1% | 0% | -1% | -3% | -2% | -10% | -9% | 10%
4 | CCSC(=S)c1c(C)[nH]n(-c2ccccc2)c1=O | -5% | -9% | -10% | 4% | -9% | -1% | 8% | -13%
5 | CCN(CC)C(=O)C1CCCN(Cc2cccc(F)c2)C1 (stereo not drawn) | -3% | -10% | 4% | -13% | 1% | -10% | 3% | 4%
6 | COc1ccc(S(=O)(=O)CCc2nnc(NC(C)=O)s2)cc1 | -5% | -1% | 6% | 2% | -3% | i | 6% | 4%
7 | Fc1ccccc1/C=N/n1c(-c2cccnc2)n[nH]c1=S | -3% | . | -2% | -5% | -1% | i | 18% | -1%
8 | CCOCCOC(=O)COc1ccc2c(-c3ccccc3)cc(=O)oc2c1 | 11% | -1% | -14% | 2% | -1% | -11% | -1% | 3%
9 | COC(=O)C(C(=O)Nc1ccccc1C)C1CCCCCC1 (stereo not drawn) | 3% | 0% | -14% | -11% | -3% | -2% | -8% | 6%
10 | CCOc1cc(NC(=S)NCCCN2CCOCC2)c(OCC)cc1NC(=O)C1CCCCC1 | 2% | -8% | -4% | -13% | -2% | i | 17% | -10%
11 | CCOc1ccccc1NC(=O)CC1Nc2cc(C)c(C)cc2NC1=O (stereo not drawn) | 6% | 7% | -14% | -7% | -3% | -5% | 11% | 3%[11.4 µM]
12 | CCOc1ccc(-n2c(N)c(-c3nc4ccccc4[nH]3)sc2=S)cc1 | -4% | -9% | 1% | 0% | -4% | -13% | 7% | .
13 | COc1cccc(NC(=O)CNC(=O)c2ccccc2)c1 | 6% | -14% | 0% | 7% | 2% | 4% | 4% | 6%
14 | CCc1cccc(NC(=O)c2snc3c(=O)[nH]cnc23)c1 | -2% | -3% | -17% | 2% | -2% | 5% | 0% | -5%
15 | O=C(NC1CCCCC1)c1ccc(CNc2ccccc2)o1 | -8% | -10% | -4% | -7% | -1% | 6% | -3% | -4%
16 | CCN(CC)c1ccc(C(=O)OCC(=O)Nc2cc3oc4ccccc4c3cc2OC)cc1 | -16% | 4% | -4% | 14% | 1% | -8% | 0% | 3%
17 | N/C(Cc1cccs1)=N\OC(=O)COc1ccc(Br)cc1 | -4% | -1% | -5% | -11% | 3% | 2% | 9% | .
18 | O=S(=O)(N1CCOCC1)n1nnc2ccccc21 | -19% | 3% | -10% | 3% | -3% | 0% | -3% | 6%
19 | CN1C(C(=O)NCc2ccccc2)CC2Cn3c(nc4ccccc43)C21 (stereo not drawn) | -5% | . | 4% | 3% | -2% | i | 12% | .
20 | N#CCCN(Cc1ccncc1)C(=S)NC1CC2C=CC1C2 (stereo not drawn) | 3% | 1% | 6% | 4% | -4% | -6% | 6% | 35%[activator]
21 | Cc1cccc(N2N=C(C(=O)Nc3nc(C)cs3)CCC2=O)c1 | 2% | 5% | -1% | 11% | 0% | i | 2% | -2%
22 | O=C(CSc1nc2ccsc2c(=O)n1Cc1ccc(C(=O)O)cc1)NCC1CCCO1 (stereo not drawn) | 5% | 1% | 3% | 3% | 5% | 6% | 1% | 1%
23 | COc1ccc(NS(=O)(=O)c2cccc(C(=O)N/N=C/c3cn(-c4ccccc4)nc3-c3ccccc3)c2)cc1 | 10% | . | -7% | -2% | -2% | 23% | 8% | .
24 | Cc1cccc(-n2c(O)c(C=Nc3ccc4c(c3)OCO4)c3ccccc3c2=O)n1 | -6% | 4% | 0% | 0% | -3% | -6% | 6% | -9%
25 | CCOC(=O)c1c2ccc(OCC(=O)N/N=C/c3ccc(Cl)cc3)cc2n2ccccc12 | 2% | ? | -7% | 4% | -4% | -11% | 8% | -2%
26 | COc1ccccc1CN1C[C@@H]2C[C@@H](c3cccc(C)c3)N3CCC[C@@]23C1=O | -3% | . | 3% | -5% | -3% | i | -11% | -6%
27 | CCOc1ccccc1N(CC(=O)Nc1ccc(S(=O)(=O)N2CCOCC2)cc1)S(=O)(=O)c1ccc(Cl)cc1 | -1% | -5% | -5% | 4% | 0% | 0% | 5% | 9%
28 | CC(C)CC(=O)OC1C(N2CCOCC2)c2c(ccc(/C=C/C(=O)N3CCOCC3)c2O)OC1(C)C (stereo not drawn) | 10% | -3%[15.4 µM] | -7% | 0% | 1% | -4% | 18% | 4%
29 | O=C(OC1CCCCC1)c1ccc2c(c1)C1C=CCC1C(C(=O)O)N2 (stereo not drawn) | -6% | ? | -4% | -11% | ? | 7.9µM* | 15% | 3.2µM*
30 | CC1(C)CC(=O)C2=C(C1)Nc1ccccc1NC2c1cccnc1 (stereo not drawn) | -11% | -6% | -14% | -1% | -3% | i | 3% | 16%
31 | CCCCNc1ccc2nsnc2c1[N+](=O)[O-] | -6% | 1% | -3% | -4% | 3% | 7% | -6% | -12%
32 | CCCNC(=O)c1ccc(C2SCC(=O)N2CCc2ccccc2)cc1 (stereo not drawn) | 2% | -6% | 1% | 1% | -3% | 0% | 7% | 0%
33 | COc1ccc2nc(C)cc(SCC(=O)N3CCCCC3)c2c1 | -1% | ? | 3% | -5% | -2% | i | 2% | 6%
34 | C=CCNc1nnc(Sc2ncccc2[N+](=O)[O-])s1 | -3% | -10% | -6% | 9% | -3% | 0% | 1% | .
35 | O=C(Nc1ccon1)c1cccc(S(=O)(=O)N2CCCCC2)c1 | -6% | -6% | -3% | -5% | -8% | i | 2% | -1%
36 | S=C(NC1CCCCCC1)NC1CCCC1 | -4% | 4% | 7% | 23% | -1% | 13% | -2% | 7%
37 | O=C(/C=C/c1ccccc1)NC(=S)NNS(=O)(=O)c1ccccc1 | -7% | -2% | 3% | 8% | 6% | -7% | 10% | -2%
38 | Cc1c(NC(=O)c2cnn3c2NC(c2ccco2)CC3C(F)(F)F)c(=O)n(-c2ccccc2)n1C (stereo not drawn) | -1% | -1% | -7% | -1% | -1% | i | 50%[activator] | -6%[11.4 µM]
39 | COc1ccc(C(CNC(=O)c2cc(SC)ccc2Cl)N(C)C)cc1 (stereo not drawn) | 9% | 3% | -4% | -7% | -1% | -5% | 6% | 1%
40 | Cc1ccc(S(=O)(=O)N2CCN(C(C)C)CC2)cc1 | -1% | ? | -1% | 4% | -4% | 18% | 8% | 0%

# One compound at a time, from the list above. Order of screens: TRb-SRC2 inh	GAA inh	aGlu spleen mod	GAA glycogen	TR SRC2 fluor cs	RECQ1 helicase	RGS12 GoLoco inh	L3MBTL1 inh
# `CCOC(=O)c1c2ccc(OCC(=O)N/N=C/c3ccc(Cl)cc3)cc2n2ccccc12` as listed: 2%	?	-7%	4%	-4%	-11%	8%	-2%
# `COc1ccc2nc(C)cc(SCC(=O)N3CCCCC3)c2c1` as listed: -1%	?	3%	-5%	-2%	i	2%	6%
# `Cc1c(NC(=O)c2cnn3c2NC(c2ccco2)CC3C(F)(F)F)c(=O)n(-c2ccccc2)n1C` (stereo not drawn) as listed: -1%	-1%	-7%	-1%	-1%	i	50%[activator]	-6%[11.4 µM]

# Carrying on:
41) CCCn1c(NCc2cccc(OC)c2O)nc2ccccc21
42) Cc1cc(F)c(Nc2ncnc3cc(OCc4ccccc4)ccc23)cc1O
43) Fc1ccc(NC2=NCCCCC2)cc1
44) CCC1(CC)NC(=O)N(CC(=O)OCC(=O)Nc2cc(C)ccc2C)C1=O
45) COC(=O)C(CCSC)NS(=O)(=O)c1ccccc1Br (stereo not drawn)
46) Cc1cc(C)c2c(c1)-c1c(ssc1=S)C(C)(C)N2C(=O)CN1C(=O)c2ccccc2C1=O
47) C=CCn1c(=NC(=O)CN2C(=O)CCC2=O)sc2cccc(OC)c21
48) COc1ccc(CN2CCN(Cc3nc4ccccc4s3)CC2CCO)c(C)c1C (stereo not drawn)
49) CCC(O)CC(C(=O)NNc1ccccc1)C(=O)NNc1ccccc1 (stereo not drawn)
50) CCC1CCc2c(c3ccccc3[nH]c2=O)O1 (stereo not drawn)
51) Cc1ccccc1/[N+]([O-])=C/c1ccncc1
52) COCCNc1nc(-c2cc(-c3ccccc3)on2)cc(C(C)C)n1

assay / compound | 41 | 42 | 43 | 44 | 45 | 46 | 47 | 48 | 49 | 50 | 51 | 52
TRb-SRC2 inh | -8% | 2% | 6% | 6% | 1% | -23% | 4% | 7%[53 µM] | -6% | -3% | -15% | -3%
GAA inh | -4% | . | -3% | 0% | . | 2% | -6% | 1% | 3% | 4% | -8% | .
aGlu spleen mod | 3% | -4% | -5% | -7% | 2% | -6% | 1% | 1% | 3% | -9% | -2% | -16%
GAA glycogen | ? | . | -12% | 12% | . | 1% | 4% | -12% | ? | 2% | -23% | -9%
TR SRC2 fluor cs | -2% | 3% | -1% | 1% | -1% | -2% | -1% | -1%[53 µM] | -1% | 1% | -1% | 1%
RECQ1 helicase | -4% | -1% | -2% | 5% | 13% | i | 0% | i | -5% | -9% | -6% | -16%
RGS12 GoLoco inh | -21% | 0% | -2% | -5% | . | 7% | -4% | 24% | -3% | 4% | -19% | 6%
L3MBTL1 inh | -10% | . | -2% | 5% | . | ? | 3% | -18% | 11% | -3% | . | .
